Screening data (PubChem)
USP17 inh = blocks human USP17 ubiquitin-rhodamine cleavage | A8MUK1 | purified USP17, Ub-rhodamine cleavage fluorescence, 3 h | inhibition, % at 50 µM | actives 6.5% (n = 47,000) | AID 1645855
UCHL1 inh = human UCHL1 deubiquitinase inhibition; purified UCHL1, Ub-rhodamine cleavage fluorescence; actives 0.2% (n = 47,000); P09936; inhibition, % at 20 µM
Target sequence (P09936 whole entry, looked up): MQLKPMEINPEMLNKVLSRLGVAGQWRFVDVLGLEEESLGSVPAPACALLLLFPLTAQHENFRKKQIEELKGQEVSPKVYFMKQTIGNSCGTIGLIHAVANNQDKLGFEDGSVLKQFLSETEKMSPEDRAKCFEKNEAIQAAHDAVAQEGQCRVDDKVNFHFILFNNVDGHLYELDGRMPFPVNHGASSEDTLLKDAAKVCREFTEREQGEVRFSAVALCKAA
USP28 inh = blocks human USP28 ubiquitin-rhodamine cleavage; Q96RU2; purified USP28, Ub-rhodamine cleavage fluorescence, 30 min; inhibition, % at 25 µM; actives 3% (n = 47,000)
USP8 inh = inhibitors of human USP8 deubiquitinase; purified USP8, Ub-rhodamine cleavage fluorescence, 30 min; actives 4.2% (n = 47,000); P40818; inhibition, % at 20 µM
USP10 block = blocks human USP10 ubiquitin-rhodamine cleavage; inhibition, % at 20 µM; purified USP10, Ub-rhodamine fluorescence, 60 min; Q14694; AID 1645856; actives 1.1% (n = 47,000)
USP30 inh = blocks human USP30 ubiquitin-rhodamine cleavage. Q70CQ3. purified USP30, Ub-rhodamine cleavage fluorescence. inhibition, % at 25 µM. actives 5.3% (n = 47,000). AID 1645860
OTUD3 inh = human OTUD3 deubiquitinase inhibition | purified OTUD3, Ub-rhodamine fluorescence, 2 h | AID 1645858 | actives 0.7% (n = 47,000) | inhibition, % at 25 µM
Target sequence (Q5T2D3 whole entry, looked up): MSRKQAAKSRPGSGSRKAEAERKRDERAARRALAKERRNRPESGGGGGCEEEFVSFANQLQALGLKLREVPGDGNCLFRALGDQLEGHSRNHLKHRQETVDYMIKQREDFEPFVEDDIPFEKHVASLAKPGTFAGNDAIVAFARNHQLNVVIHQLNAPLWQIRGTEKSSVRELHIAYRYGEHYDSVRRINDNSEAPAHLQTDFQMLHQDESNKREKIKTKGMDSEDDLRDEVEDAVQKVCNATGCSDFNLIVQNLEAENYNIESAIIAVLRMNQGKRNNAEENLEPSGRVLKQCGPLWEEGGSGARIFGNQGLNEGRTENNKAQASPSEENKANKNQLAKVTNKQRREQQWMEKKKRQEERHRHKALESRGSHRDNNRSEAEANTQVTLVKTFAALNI
USP7 inh = inhibitors of human USP7 deubiquitinase | purified USP7, Ub-rhodamine cleavage fluorescence | inhibition, % at 20 µM | actives 0.3% (n = 47,000) | AID 1645854
* = called active by the depositor; i = inactive; / = no result given. Cut-off read from the data, not from the text of the source: active = inhibition above about 30%; inactive = the rest. Not a hit list. Share with any hit: about 14%.

SMILES	USP17 inh	UCHL1 inh	USP28 inh	USP8 inh	USP10 block	USP30 inh	OTUD3 inh	USP7 inh
CC1(C)Cc2c(c(N3CCCC3)nc3sc4c(NCc5ccco5)ncnc4c23)CO1	1	13	-26	-23	-6	-68	-12	6
Cc1ccc(CN2CC[C@@H]3[C@H]2C(=O)NC[C@H](CCC(=O)N2CCN(c4ccccn4)CC2)N3C)cc1	-78	0	-5	8	-3	-32	-10	-5
Cc1cccc(C(=O)N2CCCC(COc3ccc(C(=O)NC4CC4)cc3)C2)c1 (stereo not drawn)	17	2	11	16	-1	14	11	2
CCc1ccc(-n2c(=O)c3ccccc3n(CC(=O)NC3CCCC3)c2=O)cc1	62*	3	31*	5	9	52*	26	7
COc1ccc(C2CC(=O)Nc3ccc4ccccc4c32)c(OC)c1OC (stereo not drawn)	37*	2	7	7	3	68*	11	0
COc1cc(C(C)=O)ccc1Oc1nc(CN2CCOCC2)nc2scc(-c3ccccc3)c12	-1	-2	-5	-6	-6	-21	-11	-3
Cn1nccc1-c1cccc(-c2noc(-c3ccccn3)n2)c1	7	0	-1	5	-2	-5	-2	-2
Cn1cc2nc(SCC(=O)NCc3ccccc3Cl)n(CC3CC3)c(=O)c2n1	30	-1	14	42*	3	32*	0	-3
CN1CCCc2cc(C(=O)N3CCN(c4ccccc4)CC3)sc21	-4	0	2	-6	-4	-32	0	-11
O=C(O)c1nnn(-c2cccc(F)c2)c1-c1ccccn1	-17	-7	-16	-1	-5	-43	-13	-6
COc1cccc2cccc(O)c12	85*	2	12	24	2	-58	1	0
COc1ccc(NC(=O)Cn2cc(-c3ccccc3)c3ncn(C4CC4)c(=O)c32)cc1OC	-7	-4	-20	-1	-6	-47	-12	-4
O=C(Nc1cccc(Cl)c1)C1Oc2ccccc2NC1=O (stereo not drawn)	16	-1	19	-6	2	11	-2	1
Cc1ccccc1CNc1nc(N2CCN(CCO)CC2)nc2c1cnn2C	7	3	2	-43	3	16	2	3
Cc1cc(Cl)ccc1Nc1nc(NCCN2CCOCC2)nc2c1cnn2C	-14	-5	-13	-7	1	-6	-9	-16
Cc1cccnc1C(=O)N1CCC[C@@]2(C[C@@H](Oc3cccc(F)c3)CO2)C1	-12	-3	-14	-6	-2	2	-11	-4
O=C(COc1ccccc1Cc1ccccc1)NCC1(N2CCCCC2)CCCCC1	1	1	0	0	6	-19	0	-7
CCc1nnc(-c2cccnc2N2CCN(C(=O)CC(C)C)CC2)o1	-8	-3	-6	1	-3	1	-1	-1
CC(=O)c1cccc(NC(=O)c2ccc3c(c2)C2C4CCC(C4)C2C(c2ccccc2)N3)c1 (stereo not drawn)	15	6	22	27	8	23	6	2
Cc1ccc(S(=O)(=O)N2CCC(n3cnnc3C3CC3)CC2)cc1Cl	-1	-1	3	5	-4	2	8	-2
Cc1ccc(C(=O)Nc2ccc3ccccc3n2)cc1	2	-2	2	5	1	5	0	2
COc1ccc2c(CCN=C(NC(=O)/C=C/c3ccc(OC)c(OC)c3)Nc3nc(C)cc(C)n3)c[nH]c2c1	-1	0	-22	-8	-6	-20	-16	3
COc1ccc(Br)cc1CN1CCCC(C(=O)N2CCC(Cc3ccccc3)CC2)C1 (stereo not drawn)	-18	-3	-21	-15	-4	-19	-12	-3
CC(C)Nc1nc2c(cc1C(=O)N1CCCC1)CCN(S(C)(=O)=O)CC2	-8	-3	-21	-24	0	-27	-5	0
Cc1cccc(N2CCN(S(=O)(=O)c3cc(-c4nnc(C5CC5)o4)co3)CC2)c1	-22	-3	-22	-30	-2	-77	1	-2
Cc1nnc(-c2cnn(-c3ccccc3)c2N)n1CC1CCCO1 (stereo not drawn)	3	1	0	0	1	9	1	1
COc1cc(Br)c(CC(=O)OCC(=O)c2cc(C)n(-c3ccc(Cl)cc3)c2C)cc1OC	-28	-2	-10	-7	-6	-59	-11	-1
CN1C(=O)COc2ccccc2CCCC[C@@H]2[C@H]1CCCN2S(=O)(=O)N1CCOCC1	3	4	16	8	-5	31*	7	4
O=C(Nc1cccn2cnnc12)c1cc(F)ccc1F	7	-4	-4	-8	-4	-12	-7	-5
O=C(c1ncn2c1CNS(=O)(=O)c1ccccc1-2)N1CCCC1	-11	-2	-2	-6	-1	-15	-9	-3
O=C(COc1ccccc1)N1CCCC(c2nc3ccccc3[nH]2)C1 (stereo not drawn)	10	3	12	1	-2	19	13	/
O=C(O)Cc1ccc(Nc2nc3ccccc3n3nnnc23)cc1	-192	-155	-211	-10	-5	i	-202	-141
CS(=O)(=O)N1C[C@H](OCc2ccccn2)[C@H]2COC[C@H]21	7	1	3	-4	3	7	9	5
O=C1CC(c2cccc(Cl)c2)Cc2nc(N3CCc4ccccc43)ncc21 (stereo not drawn)	15	2	3	-6	0	10	7	6
COc1ccc(CC2c3cc(OC)c(OC)cc3CCN2C(=O)c2ccc(C)c(Cl)c2)cc1OC (stereo not drawn)	19	7	4	36*	-1	6	1	6
Cc1nn(-c2ccccc2)nc1C(=O)Nc1ccc(-n2nc(C(F)(F)F)cc2-c2cccs2)cc1	-6	2	-14	0	-1	-10	-17	/
Cc1nc(-c2ccccc2)sc1C(=O)Nc1ccc2c(c1)OCCO2	11	5	50*	9	9	17	11	-2
N#C/C(=C/c1ccc(Sc2ccccc2)o1)c1ccccc1	-14	7	13	5	10	-78	-5	-18
CC(C)=CCc1c2c(c3occ(-c4ccc(O)c(O)c4)c(=O)c3c1O)C=CC(C)(C)O2	86*	15	69*	26	63*	79*	81*	-12
COc1ccc2cc(S(=O)(=O)N3CCC(C)CC3)c(=O)oc2c1	3	2	-3	-8	5	1	0	1
Cc1ccc(C(=O)N2CCC(Cc3cncc(-c4cncn4C)n3)CC2)cn1	-15	-3	-9	-11	-6	-13	-9	0
CC(=O)N1C[C@H]2C3(CCN(C(=O)c4ccccc4)CC3)CC[C@@]2(C(=O)N(C)C)C1	-4	3	12	-2	3	26	8	-1
O=c1c2cnc(N3CCOCC3)nc2ccn1Cc1cccnc1	12	1	15	20	1	26	17	5
CC(C)NS(=O)(=O)c1cccc2c(NC(=O)C(Cc3ccccc3)NC(=O)c3ccccc3)cccc12 (stereo not drawn)	6	8	1	24	5	79*	1	14
CN(C)c1cc(N2CCCC(NC(=O)Cc3ccccc3)C2)ncn1 (stereo not drawn)	0	12	4	6	0	1	1	4

4 compounds from above, reduced to USP28 inh:
| compound | USP28 inh |
| --- | --- |
| CN1CCCc2cc(C(=O)N3CCN(c4ccccc4)CC3)sc21 | 2 |
| O=C(O)c1nnn(-c2cccc(F)c2)c1-c1ccccn1 | -16 |
| COc1cccc2cccc(O)c12 | 12 |
| COc1ccc(NC(=O)Cn2cc(-c3ccccc3)c3ncn(C4CC4)c(=O)c32)cc1OC | -20 |

The list goes on.
SMILES	USP17 inh	UCHL1 inh	USP28 inh	USP8 inh	USP10 block	USP30 inh	OTUD3 inh	USP7 inh
O=C(c1cnn(-c2ccccc2)c1C(F)(F)F)N1CCOCC1	7	3	10	19	2	16	9	3
Cc1cc(=O)[nH]c(SCC(=O)Nc2ccc(Br)cn2)n1	-7	-1	1	-26	-5	-12	0	0
COc1ccc(CCNC(=O)c2ccc(Cn3c(=O)c4ccccc4n(Cc4cc(=O)n5ccccc5n4)c3=O)cc2)cc1OC	66*	2	29	1	-3	50*	5	10
COc1ccc(CN(C)Cc2cc(=O)c3cc(Cl)ccc3[nH]2)cc1OC	-6	-3	-3	1	-4	2	-4	0
O=C(NCCCc1nc2ccccc2n1Cc1c(F)cccc1Cl)c1ccco1	34*	0	5	10	1	11	6	-129
COc1cc(CC(=O)OCC(=O)c2c(C)[nH]c3ccccc23)cc(OC)c1OC	-2	3	9	15	4	-1	2	2
CNC(=O)C(C#N)(Cc1ccccc1Cl)Cc1ccccc1Cl	0	3	4	10	-1	-1	3	-10
COc1ccc(C(CNC(=O)c2cccs2)N2CCN(C)CC2)cc1 (stereo not drawn)	14	2	8	3	0	17	11	2
Cc1cc(NC(=O)c2cc(=O)c3ccccc3o2)n(-c2ccccc2C)n1	-5	-6	-5	-14	1	1	0	-3
CC(=O)Nc1cc(-c2ccccc2)nn(CC(=O)Nc2ccccc2F)c1=O	10	2	3	14	21	14	3	11
CCCc1nnc(C(=O)Nc2ccc(C(=O)NC(C)c3ccccc3)cc2)s1 (stereo not drawn)	20	4	9	-18	22	8	11	14
O=C1CSC(c2cn(-c3ccccc3)nc2-c2ccc3c(c2)OCCO3)N1CCN1CCOCC1 (stereo not drawn)	-13	1	-25	9	-2	-25	-18	-1
Cc1cc([N+](=O)[O-])nn1CCCC(=O)NCc1ccc(Cl)cc1	-32	0	-8	-124	-3	0	-1	-142
Cc1cc(-c2cnc(NCc3ccc(F)cc3)nc2-c2ccco2)on1	33*	0	18	35*	12	-11	8	1
Cc1cccc2c1NC(=O)[C@]21N2CCC[C@H]2[C@@H](C(=O)c2cc3ccccc3o2)[C@]12C(=O)Nc1ccccc12	-78	-60	-90	-52	-5	-464	-115	-47
CC1[C@@H]2[C@@H](C(=O)N3CCOCC3)C[C@H](CN1C(=O)CN)N2Cc1ccccc1 (stereo partly drawn)	1	0	8	-58	1	16	6	2
N#Cc1ccc(Cl)cc1NC(=O)c1ccc(N2CCCCC2)nn1	-17	-6	-13	-49	-3	-62	-30	-3
CCc1ccc(CN2CC[C@H]3[C@H]2CCN3S(=O)(=O)C2CC2)o1	-46	6	-7	-216	-4	-26	-9	-8
CCC1(C)Cc2c(sc3nc(SCC(C)C)nc(N)c23)CO1 (stereo not drawn)	14	-1	-9	1	1	-3	-16	15
CCc1ccc(-c2cc(C(=O)N3CCN(C(=O)c4ccco4)CC3)[nH]n2)cc1	1	-2	16	-6	-1	-12	-6	-1
CC1Cc2ccccc2N1S(=O)(=O)c1cccc(C(=O)N2CCCc3ccccc32)c1 (stereo not drawn)	-20	2	-2	-47	-5	-37	-10	5
O=C(CCc1ccccc1)Nc1ccc2c3c(cccc13)C(=O)NC2=O	-144	-46	-241	-36	-7	-459	-185	-32
COc1cc2ncc(S(=O)(=O)c3ccccc3)c(N3CCC4(CC3)OCCO4)c2cc1OC	-17	1	-30	-21	-2	-34	-5	-4

Ordered by the number under USP10 block (highest first): three from the list above.
SMILES	USP17 inh	UCHL1 inh	USP28 inh	USP8 inh	USP10 block	USP30 inh	OTUD3 inh	USP7 inh
CCc1ccc(-c2cc(C(=O)N3CCN(C(=O)c4ccco4)CC3)[nH]n2)cc1	1	-2	16	-6	-1	-12	-6	-1
N#Cc1ccc(Cl)cc1NC(=O)c1ccc(N2CCCCC2)nn1	-17	-6	-13	-49	-3	-62	-30	-3
CC1Cc2ccccc2N1S(=O)(=O)c1cccc(C(=O)N2CCCc3ccccc32)c1 (stereo not drawn)	-20	2	-2	-47	-5	-37	-10	5
